TRPC6 inhibitor: mouse TRPC6 channel inhibition | Q61143 | HEK293-TRPC6, membrane potential dye, ACh-evoked depolarization; stronger effect = lower value | B-score at 10 µM | 1.1% of 310,000 active;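 active = B-score under library mean minus 3 SD, initial fluorescence not abnormally high, positive integrated signal ratio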;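 also: B-score derived from integrated fluorescence ratio over the kinetic read; more negative B-score means stronger inhibition of depolarization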
MrgX1 allo act: human MrgX1 positive allosteric modulation, primary screen | MrgX1-HEK293, Fluo-4 calcium flux, FDSS; stronger effect = higher value | B-score at 10 µM | Q96LB2 | 0.63% of 310,000 active;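 active = plate-corrected calcium response at least 3 library SD above typical, normal starting fluorescence, not activating the receptor alone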;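 also: compound read alongside a low EC10 to EC30 dose of BAM8-22 agonist; peak minus trough fluorescence over baseline measured at the second addition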
Target sequence (Q96LB2 whole entry, looked up): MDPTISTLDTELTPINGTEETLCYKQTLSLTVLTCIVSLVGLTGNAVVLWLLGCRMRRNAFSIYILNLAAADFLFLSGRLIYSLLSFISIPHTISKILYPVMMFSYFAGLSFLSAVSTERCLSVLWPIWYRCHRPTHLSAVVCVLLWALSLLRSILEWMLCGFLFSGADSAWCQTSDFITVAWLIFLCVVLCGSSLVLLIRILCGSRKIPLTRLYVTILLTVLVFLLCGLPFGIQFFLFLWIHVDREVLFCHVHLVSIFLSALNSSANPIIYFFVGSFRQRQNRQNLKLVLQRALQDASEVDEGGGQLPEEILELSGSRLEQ
TRPC4 inh: inhibitors of mouse TRPC4 channel; B-score at 10 µM; Q9QUQ5; HEK293 TRPC4beta/mu-opioid, DAMGO-evoked Fluo4 calcium flux; stronger effect = lower value; 0.39% of 300,000 active; AID 2247;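 active = B-score over 3 SD under the library average, no early fluorescence shift, positive overall ratio signal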
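Assay system – HEK293 line stably carrying TRPC4beta and mu-opioid receptor · Doses – single dose · Detection – Fluo4 calcium-dye fluorescence, kinetic read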
TRPC4 potent: allosteric potentiators of mouse TRPC4 channel | HEK293 TRPC4beta/mu-opioid, DAMGO EC20, Fluo-4 Ca2+ flux; stronger effect = higher value | B-score at 10 µM | Q9QUQ5 | 0.42% of 310,000 active;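 active = B-score of calcium response area above 5 SD of library B-scores, with initial fluorescence ratio within 5 SD of library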;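 also: B-score of integrated fluorescence ratio over time as area under calcium response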
MrgX1 agonist: human MrgX1 receptor agonism, primary screen; B-score at 10 µM; 0.44% of 310,000 active; Q96LB2; MrgX1-HEK293 cells, Fluo-4 calcium fluorescence, agonist mode; stronger effect = higher value;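 active = calcium response B-score plate-corrected fluorescence ratio at least 3 library SD, with starting fluorescence B-score inside 5 SD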
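System – MrgX1-expressing HEK293 cells · Incubation – cells plated overnight, dye loaded 0.5 h 37 °C, 0.5 h room temperature · Technique – kinetic Fluo-4 NW fluorescence of intracellular calcium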
TRPC4 act: opens the mouse TRPC4 cation channel; B-score at 10 µM; AID 2237; Q9QUQ5; 0.49% of 310,000 active; HEK293 TRPC4beta/mu-opioid, Fluo4 calcium fluorescence; stronger effect = higher value;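 active = B-score above 5 SD of library B-scores, and initial fluorescence ratio not above library mean plus 5 SD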;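 also: positive B-score marks a calcium rise read as TRPC4 activation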
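System: HEK293 cells stably co-expressing mouse TRPC4beta and mu-opioid receptor; Schedule: Fluo4 dye loading 45 min at room temperature, 110 s recording; Detection: Fluo4 fluorescence, kinetic; Evaluation: B-scored integrated calcium fluorescence ratio; Controls: buffer (low) and maximal DAMGO (high).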
TRPC6 act: activates the mouse TRPC6 cation channel; Q61143; HEK293-TRPC6 membrane potential dye fluorescence; stronger effect = higher value; B-score at 10 µM; 0.13% of 310,000 active; AID 2550;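 active = B-score of the integrated fluorescence ratio above library mean plus 3 SD, and starting fluorescence ratio within library mean plus 5 SD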;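 also: higher score means more depolarization so channel activation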
RGS4 inh: inhibitors of human RGS4. HEK293 M3R/RGS4 inducible, Fluo-4 calcium flux; stronger effect = higher value; triggered by carbachol at its EC20. 0.45% of 310,000 active. AID 463165. B-score at 10 µM;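 active = B-score, a plate-corrected calcium signal, over three deviations above library mean, with baseline fluorescence within five deviations of library mean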;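 also: RGS4 expression induced by doxycycline in cells with stable M3 receptor; B-score is computed from the integrated fluorescence ratio over baseline after carbachol; higher B-score means a larger calcium signal and so more RGS4 inhibition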
Target sequence (P49798 whole entry, looked up): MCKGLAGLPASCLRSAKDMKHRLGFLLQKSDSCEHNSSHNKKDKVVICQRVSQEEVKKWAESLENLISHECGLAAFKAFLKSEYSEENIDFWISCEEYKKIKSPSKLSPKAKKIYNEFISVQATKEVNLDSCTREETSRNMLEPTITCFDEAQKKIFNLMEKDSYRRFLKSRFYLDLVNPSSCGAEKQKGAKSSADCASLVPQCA
MrgX1 antag: blocks BAM8-22 activation of human MrgX1 receptor. B-score at 10 µM. MRGX1-HEK293 calcium flux, Fluo-4, BAM8-22 antagonism; stronger effect = lower value. 1.3% of 310,000 active;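 active = calcium-response B-score plate-corrected more than 3 library SD below zero, starting fluorescence within 5 deviations, no agonist response on first addition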;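 also: peak minus trough fluorescence over baseline after final BAM8-22 challenge near maximal dose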
TMEM16A inh: inhibitors of mouse TMEM16A calcium-activated chloride channel. normalized B-score (activity score, 25-100; higher = stronger inhibition) at 10 µM. HEK293 TMEM16A/YFP iodide influx fluorescence, ionomycin. AID 588511. Q8BHY3. 1.2% of 310,000 active;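 active = ratio plate-corrected score three or more library SD toward inhibition, starting fluorescence score within five deviations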;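 also: score derived from kinetic fluorescence span divided by baseline fluorescence per well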
ANO1 activ: mouse TMEM16A channel activation, primary screen; HEK293 TMEM16A/YFP-H148Q/I152L, iodide quench fluorescence; stronger effect = lower value; B-score at 10 µM; Q8BHY3; 0.3% of 340,000 active; AID 623877;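 active = fluorescence-ratio B-score plate-corrected deviation score at least 3 library SD below zero, with starting fluorescence score within 5 deviations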;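 also: channel opened by trigger with iodide after compound preincubation; score built on the fluorescence ratio of max minus min over baseline; more negative score means more quench and so TMEM16A activation or potentiation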
The depositor's hits bear a star; i = inactive; nt = no result given. Compounds were not picked by outcome; 5.8% or so of the library scored in one or more.

SMILES	TRPC6 inhibitor	MrgX1 allo act	TRPC4 inh	TRPC4 potent	MrgX1 agonist	TRPC4 act	TRPC6 act	RGS4 inh	MrgX1 antag	TMEM16A inh	ANO1 activ
CN(C)S(=O)(=O)c1cccc(C(=O)OCC(=O)Nc2ccccc2OC(F)F)c1	i	i	i	i	i	i	i	i	i	i	i
CC(=O)Nc1cccc(-c2cc(-c3c(Cl)cccc3Cl)no2)c1	i	i	i	i	i	i	i	i	i	i	i
COCCNCCOCCOc1cccc(OC)c1	i	i	i	i	i	i	i	i	i	i	i
O=C(N/N=C/c1ccc(F)cc1)c1cccc(NC(=O)c2ccc(F)cc2)c1	i	i	i	i	i	i	i	i	i	i	i
Cc1ccccc1OCCSc1nc2ncnc(N)c2[nH]1	i	i	i	i	i	i	i	i	i	i	i
CCCCNC(=O)N1CCN(Cc2cccc(F)c2)CC1	i	i	i	i	i	i	i	i	i	i	i
CCOC(=O)C1CCCN(C(=O)C(=O)c2cn(CC(=O)N3CCOCC3)c3ccccc23)C1 (stereo not given)	i	i	i	i	i	i	i	i	i	i	i
Nc1nc(SCC(=O)N2CCCC2)[nH]c(=O)c1NC(=O)c1ccco1	i	i	i	i	i	i	i	i	i	i	i
CC1=C(C(=O)Nc2ccccc2F)C(c2cccs2)C2=C(CCCC2=O)N1 (stereo not given)	i	i	i	i	i	i	i	i	i	i	i
Cc1ccccc1S(=O)(=O)Cc1ccc(C(=O)NC2CC2)o1	i	i	i	i	i	i	i	i	i	i	i
CC(=O)Nc1cc(NC(C)=O)cc(C(=O)OCC(=O)Nc2ccc(S(=O)(=O)NC3=NCCCCC3)cc2)c1	i	i	i	i	i	i	i	i	i	i	i
Cc1cccc(C)c1NC(=O)CSc1nnc(-c2ccoc2C)n1C	i	i	i	i	i	i	i	i	i	i	nt
COCCCNC(=O)/C(=C\c1cccn1C)NC(=O)c1cccs1	i	i	i	i	i	i	i	i	i	i	i
Cc1cc(NC(=O)CSc2ncn[nH]2)no1	i	i	i	i	i	i	i	i	i	i	i
O=C(Nc1ccc2oc(-c3ccncc3)nc2c1)c1c(F)c(F)c(F)c(F)c1F	nt	i	nt	nt	i	nt	nt	nt	i	i	i
COc1ccc(-c2nc3ccccn3c2CN2CCN(c3ccccc3F)CC2)cc1	i	i	i	i	i	i	i	i	i	i	i
Cc1cc(=O)c(C(=O)O)cn1Nc1ccc(Cl)cc1	i	i	i	i	i	i	i	i	i	i	i
O=C(c1ccccc1)N1CCN(CC(O)COc2cccc3ccccc23)CC1 (stereo not given)	i	i	i	i	i	i	i	i	i	i	i
N#Cc1ccsc1NC(=O)c1cnccn1	i	i	i	i	i	i	i	i	i	i	i
CC(C)(C)SCCNC(=O)CSc1ccccc1	i	i	i	i	i	i	i	i	-5.04*	i	i
COCCn1c(SCC(=O)Nc2ccc(F)cc2)nc2ccccc2c1=O	i	i	i	i	i	i	i	i	i	i	i
O=C(N/N=C/c1cccc(O)c1)N/N=C/c1cccc(O)c1	i	i	i	i	i	i	i	i	i	i	i
CC(C)c1csc(CN2CCC(CCC(=O)NCC3CCCO3)CC2)n1 (stereo not given)	i	i	i	i	i	i	i	i	i	i	i
COc1ccc(C(CC(=O)c2ccc(C)cc2)C(C#N)C#N)cc1OC (stereo not given)	i	i	i	i	i	i	i	i	i	i	i
Cc1cc(C)c(C(=O)c2ccc(C(=O)N(C(C)C)C(C)C)cc2)c(C)c1	i	i	i	10*	i	i	i	i	i	i	i
COc1ccc(OC)c(C(c2nnnn2Cc2ccccc2)N2CCN(C)CC2)c1 (stereo not given)	i	i	i	i	i	i	i	i	i	i	i
CCOC(=O)c1nnsc1Nc1ccc(C)c(C)c1	i	i	i	i	i	i	i	i	i	i	i
Cc1ccc(Cn2ncc3c(N4CCN(Cc5ccc(Cl)cc5)CC4)ncnc32)cc1	i	8.4*	i	i	i	i	i	i	-12.1*	25*	i
CCOC(=O)C1(Cc2cccc(Cl)c2)CCCN(C(=O)c2cc(C)n(C)n2)C1 (stereo not given)	i	i	i	i	i	i	i	i	i	i	i
CC1CCN(CC(=O)Nc2ccc(S(=O)(=O)N3CCCC(C)C3)cc2)CC1 (stereo not given)	i	i	i	i	i	i	i	i	i	i	i
Cc1ccc(-c2nn(-c3ccccc3)cc2C(=O)NCCCN2CCCC2=O)cc1	i	i	i	i	i	i	i	i	i	i	i
CCN1CCN(C(c2ccc(OC)c(OC)c2)c2nnnn2C(C)(C)C)CC1 (stereo not given)	i	nt	i	i	nt	i	i	i	nt	nt	i
CCN(CC)C(=O)CSc1nnc([C@H](Cc2c[nH]c3ccccc23)NC(=O)OC(C)(C)C)o1	i	i	i	i	i	i	i	i	i	i	i
Cc1ccc(C(=O)c2ccccc2C(=O)O)s1	i	i	i	i	i	i	i	i	i	i	i
Cc1c(NC(=O)Cn2nc(C(=O)O)c3ccccc3c2=O)c(=O)n(-c2ccccc2)n1C	i	i	i	i	i	i	i	i	i	i	i
Cn1nc(C(F)(F)F)cc1Oc1ncc(C(F)(F)F)cc1Cl	i	i	i	i	i	i	i	i	i	i	i

Reprinted at random: 3 entries already listed.
SMILES	TRPC6 inhibitor	MrgX1 allo act	TRPC4 inh	TRPC4 potent	MrgX1 agonist	TRPC4 act	TRPC6 act	RGS4 inh	MrgX1 antag	TMEM16A inh	ANO1 activ
CCN(CC)C(=O)CSc1nnc([C@H](Cc2c[nH]c3ccccc23)NC(=O)OC(C)(C)C)o1	i	i	i	i	i	i	i	i	i	i	i
Cn1nc(C(F)(F)F)cc1Oc1ncc(C(F)(F)F)cc1Cl	i	i	i	i	i	i	i	i	i	i	i
CCOC(=O)c1nnsc1Nc1ccc(C)c(C)c1	i	i	i	i	i	i	i	i	i	i	i

Continuation.
SMILES	TRPC6 inhibitor	MrgX1 allo act	TRPC4 inh	TRPC4 potent	MrgX1 agonist	TRPC4 act	TRPC6 act	RGS4 inh	MrgX1 antag	TMEM16A inh	ANO1 activ
C#CCOC(=O)C[N+](C)(C)CC#Cc1ccccc1	i	i	i	i	i	i	i	i	i	i	i
COc1cccc2oc3ccc(C#Cc4ccccn4)cc3c(=O)c12	i	i	i	i	i	i	i	i	i	i	i
CC(C)CCNC(=O)C1CCC(CNS(=O)(=O)c2ccc(Cl)cc2)CC1 (stereo not given)	i	i	i	i	i	i	i	i	i	i	i
COc1ccc(/C=N/Nc2nc3ccccc3[nH]2)cc1OC	-5.16*	i	i	i	i	i	i	i	i	i	i
C=CCOc1ccc(/C=C/C(=O)OCC(=O)NC2CCCCCC2)cc1	i	i	i	i	i	i	i	i	i	i	i
CC(=O)NC(CCS(C)(=O)=O)C(=O)Nc1c(F)cccc1F (stereo not given)	i	i	i	i	i	i	i	i	i	i	i
c1cncc(-c2cn(C[C@H]3CC[C@@H]([C@@H]4CC[C@H](Cn5cc(-c6cccnc6)nn5)O4)O3)nn2)c1	i	i	i	i	i	i	i	i	i	i	i
O=C(C(O)c1ccccc1)N1N=C(c2ccccc2)CC1(O)C(F)(F)F (stereo not given)	i	i	i	i	i	i	i	i	i	i	i
CN(C)c1cccc(C(=O)NCc2ccc(Cl)cc2)c1	i	i	i	i	i	i	i	i	i	i	i
CCc1ccc(S(=O)(=O)NC(=S)Nc2ccccc2)cc1	i	i	i	i	i	i	i	i	i	i	i
CC[C@@]12C(=O)N(c3cccc(F)c3)C(=O)N1[C@H](c1cccc(C)c1)[C@@H]1C(=O)N(Cc3ccccc3)C(=O)[C@@H]12	i	i	i	i	i	i	i	i	i	i	i
COc1ccc(C(=O)N2CCN(c3ccccn3)CC2)cc1	i	i	i	i	i	i	i	i	i	i	i
O=C(Nc1ccc2nc3n(c(=O)c2c1)CCCCC3)c1cc([N+](=O)[O-])ccc1F	i	i	i	i	i	i	i	i	i	i	i
O=C(CNC(=O)c1nc[nH]c1C(=O)N1CCN(c2ccccc2)CC1)OCc1ccccc1	i	i	i	i	i	i	i	i	i	i	i
CC(=O)c1nnn(-c2ccccc2C#N)c1C	i	i	i	i	i	i	i	i	i	i	i
O=C(CC(SCCO)c1ccc([N+](=O)[O-])cc1)c1ccco1 (stereo not given)	i	i	i	i	i	i	i	5.44*	i	i	i
COc1ccc(-c2nnc(SCC(=O)Nc3cc(F)ccc3C)o2)cc1	i	i	i	i	i	i	i	i	i	i	i
Clc1ccc(-c2nc(-c3cnccn3)no2)cc1	i	i	i	i	i	i	i	i	i	i	i
O=C(c1c(F)cccc1F)N1CCCC(c2nc(-c3ccc(Cl)cc3)no2)C1 (stereo not given)	i	i	i	i	i	i	i	i	i	i	i
CC(C)(C)OC(=O)NCCCC1=CC2=CC(=O)C(C)(OC(=O)c3ccc(Cl)nc3)C(=O)C2=CO1 (stereo not given)	i	i	i	i	i	i	i	i	-5.01*	i	nt
CCc1ccccc1NC(=O)C1CCN(C(=O)c2cccs2)CC1	i	i	i	i	i	i	i	i	i	i	i
CC(C)c1ccc(N2C(=O)CSC23C(=O)N2CCCc4cccc3c42)cc1 (stereo not given)	i	i	i	i	i	i	i	i	i	i	i
CN1CCN(CCCNC(=O)CN2C(=O)COc3ccccc32)CC1	i	i	-6*	i	i	i	i	i	i	i	i
O=C(NCCS(=O)(=O)N1CCN(c2ccccc2F)CC1)c1ccc(Br)o1	i	i	i	i	i	i	i	i	i	i	i
CSc1nnc(N2C(=O)C(O)=C(C(=O)c3ccco3)C2c2ccccc2)s1 (stereo not given)	i	i	i	i	i	i	i	i	i	i	-6.56*
C/C(=C1/SC(=S)N(CCC(=O)O)C1=O)c1ccc(O)cc1	i	i	i	i	i	i	i	i	i	i	i
COC(=O)C(=C/C(C)=C/c1cccs1)C(=O)OC	i	i	i	i	i	i	i	i	i	i	i
COc1ccc(S(=O)(=O)N(C)C)cc1NC(=O)[C@H](Cc1ccccc1)N1C(=O)c2ccccc2C1=O	i	i	i	i	i	i	i	i	i	i	i
CC(=O)Nc1ccc(-c2nnc(SCc3c(C)cc(C)cc3C)n2C)cc1	i	i	i	i	i	i	i	i	i	i	i
O=C(NNC(=O)C1CC=CCC1)c1ccccc1Br (stereo not given)	i	i	i	i	i	i	i	i	i	i	i

From PubChem BioAssay
